Compound activity deposited in PubChem BioAssay by National Center for Advancing Translational Sciences (NCATS).
EPAC2 ag = activates human EPAC2 exchange factor; Q8WZA2; EPAC2 activation, biochemical qHTS; response scale: 100% = 6.5 mM cAMP response; Potency, µM (top dose mostly 154 µM), without a hit: at the top dose activation, most hits filed as activators; 360,000 tested, 0.079% active; AID 720711; also: potency is read from the fitted curve at half-maximal effect; nearly all actives have a fitted effect of over 50% in size
Target sequence (Q8WZA2 whole entry, looked up): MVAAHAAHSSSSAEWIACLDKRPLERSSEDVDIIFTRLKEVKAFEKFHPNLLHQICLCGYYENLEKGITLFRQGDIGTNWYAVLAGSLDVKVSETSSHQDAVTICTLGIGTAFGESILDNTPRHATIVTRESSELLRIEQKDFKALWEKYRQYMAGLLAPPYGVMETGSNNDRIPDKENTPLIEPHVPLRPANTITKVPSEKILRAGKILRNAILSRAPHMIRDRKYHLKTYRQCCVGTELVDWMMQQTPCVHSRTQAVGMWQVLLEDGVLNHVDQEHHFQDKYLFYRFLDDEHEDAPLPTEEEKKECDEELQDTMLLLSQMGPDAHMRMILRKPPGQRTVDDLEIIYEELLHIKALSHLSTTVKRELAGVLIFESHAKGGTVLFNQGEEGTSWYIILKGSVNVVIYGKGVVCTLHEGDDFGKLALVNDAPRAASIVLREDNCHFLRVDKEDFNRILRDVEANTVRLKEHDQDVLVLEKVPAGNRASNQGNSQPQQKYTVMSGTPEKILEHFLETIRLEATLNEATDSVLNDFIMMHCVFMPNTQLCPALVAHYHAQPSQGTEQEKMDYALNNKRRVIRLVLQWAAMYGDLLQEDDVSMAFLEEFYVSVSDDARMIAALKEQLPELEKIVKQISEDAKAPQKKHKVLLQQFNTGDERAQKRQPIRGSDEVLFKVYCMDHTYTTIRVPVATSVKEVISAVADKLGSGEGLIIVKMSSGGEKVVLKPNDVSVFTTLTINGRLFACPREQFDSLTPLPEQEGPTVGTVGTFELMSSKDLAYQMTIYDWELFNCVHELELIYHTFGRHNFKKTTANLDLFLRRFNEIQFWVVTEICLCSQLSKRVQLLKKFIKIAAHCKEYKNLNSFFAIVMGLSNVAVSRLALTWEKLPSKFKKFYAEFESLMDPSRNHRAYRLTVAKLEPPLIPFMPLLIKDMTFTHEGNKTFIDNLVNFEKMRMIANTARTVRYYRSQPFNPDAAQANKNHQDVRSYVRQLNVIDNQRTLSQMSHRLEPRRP
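Exchange assay: 100 nM EPAC2 with 250 nM Rap1B-BODIPY-GDP and 50 uM GDP. Fluorescence (ex 480/em 540 nm) read every 5 min for 30 min at room temperature. Data normalized to 6.5 mM cAMP as agonist control.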
HepG2 tox = kills HepG2 cells in TGF-b inhibitor counter-screen; HepG2 CAGA-GFP viability, ATP luminescence, 18 h; Potency, µM (doses to about 46.1 µM), inactives show at the highest dose activity change, negative = cytotoxicity, most hits filed as cytotoxic; 410,000 tested, 0.76% active; AID 588856; also: potency is read from the fitted curve at half-maximal effect; some results filed as inactive show a strong effect at the top dose
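HepG2 CAGA-GFP cells (1000/well, DMEM with 1% FBS) received compound, then TGF-beta at 500 pg/mL final, and were incubated 18 hours at 37 degrees C. Viability was read by CellTiter-Glo luminescence. Media-only wells were set as complete cell-killing and DMSO as no toxicity.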
TGFb inhibitor = blocks TGF-b signaling; HepG2 CAGA-GFP TGF-b/SMAD3 reporter, GFP fluorescence, 18 h; TGF-beta stimulated, 500 pg/mL final; Potency, µM (series often up to 46.1 µM), without a hit: at the top dose activity, negative = inhibition, actives largely listed as inhibitors; 410,000 tested, 1.2% active; also: potency is read from the fitted curve at half-maximal effect; % is scaled to controls: 0 for no effect and ±100 for the full control effect; nearly all actives have a fitted effect of over 65% in size
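HEPG2 CAGA-GFP reporter cells (1000/well, DMEM with 1% FBS) received compounds, then recombinant TGF-beta at 500 pg/mL final for 18 hours at 37 degrees C. Per-cell GFP summed per well was normalised to unstimulated and stimulated DMSO controls before curve fitting.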
ATXN viability = reduces viability in counter-screen for ATXN expression inhibitors; AID 651635; 400,000 tested, 0.49% active; S2 cells (HEK-293 line with an ATXN2-luciferase reporter) viability, CellTiter-Fluor protease fluorescence, 24 h; Potency, µM (series often up to 56.7 µM), usual class: cytotoxic; also: potency is read from the fitted curve at half-maximal effect; nearly all actives have a fitted effect of over 40% in size
IL2 activator = activators of IL-2. activation, % (series mostly up to about 46 µM). 360,000 tested, 0.065% active. IL-2 activation reporter assay, cell-based qHTS; stimulated with anti-CD3/CD4/CD28 beads; in transgenic mouse T cells; in the data active = activation above about 50%; inconclusive = mostly about 30% to 49%; also: 0% is about no effect
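Unstimulated transgenic mouse T cells preincubated 60 min with compound, then stimulated with anti-CD3/anti-CD4-coated beads plus anti-CD28 for 18 h at 37 degrees C. IL-2 response read as EGFP and DsRed fluorescence by plate cytometry.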
Nrf2 activator = Nrf2 pathway activation. Potency, µM (top dose mostly 46.1 µM), without a hit: top-dose activation, usual class: activators. 410,000 tested, 0.31% active. AREc32 ARE-luciferase reporter (MCF7-derived line), luminescence, 24 h; also: potency is read from the fitted curve at half-maximal effect; % of control where 0% means no effect; nearly all actives have a fitted effect of over 65% in size
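ARE-driven firefly luciferase activity in AREc32 cells measured after a 24 hr compound exposure at 37 deg C, using Steady-Glo reagent and a 30 min room-temperature hold.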
A549 viability = counter-screen for Nrf2 inhibitors: cytotoxicity in A549 cells; A549 ARE-Fluc cells, CellTiter-Fluor viability, 18-24 h; Potency, µM (top dose mostly 46 µM), without a hit: at the top dose activity change, negative = cytotoxicity, usual class: inhibitors; 390,000 tested, 0.16% active; AID 504648; also: potency is read from the fitted curve at half-maximal effect; % is scaled to controls: 0 for no effect and ±100 for the full control effect
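A549 ARE_Fluc cells in 5% FBS OPTI-MEM were exposed to compounds in concentration-response for 18-24 h at 37 deg C. Viability was read by CellTiter-Fluor fluorescence (Ex 405/Em 525) after 30 min, before the luciferase read.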
Nrf2 block = Nrf2 pathway inhibition. A549 ARE-Fluc reporter, luciferase luminescence, 18-24 h. Potency, µM (series often up to 46 µM), without a hit: top-dose activity change, negative = inhibition, usual class: inhibitors. 360,000 tested, 2.1% active. AID 504444; also: potency is read from the fitted curve at half-maximal effect; % is scaled to controls: 0 for no effect and ±100 for the full control effect; nearly all actives have a fitted effect of over 60% in size
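Cells were seeded and rested 2 h, then exposed to compounds for 18-24 h. CellTiter-Fluor was read first as a viability measure. BugLite was added 15 min before the final luminescent read of ARE-luciferase activity in A549 cells.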
ATXN2 expr inh = reduces ATXN2 reporter expression in HEK-293 cells; 360,000 tested, 0.72% active; AID 1745845; HEK-293 ATXN2-luciferase reporter, luminescence, 24 h; Potency, µM (doses to about 57 µM), for the others: at the top dose activity change, negative = inhibition, actives largely listed as inhibitors; also: potency is read from the fitted curve at half-maximal effect; % is scaled to controls: 0 for no effect and ±100 for the full control effect; nearly all actives have a fitted effect of over 55% in size
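ATXN2-luciferase reporter cells (luciferase flanked by upstream and downstream ATXN2 gene portions) were treated 24 h at 37 °C with compounds at up to 57 uM. SteadyGlo luminescence gave expression; GF-AFC fluorescence gave viability.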
Active calls of the source: *; i = inactive; u = inconclusive; x = not tested or not shown; & = joins results of further samples; [ ] = another dose, or the depositor's remark. Unless noted, calls follow the shape of the dose curve; as a rule, active = well fitted curve in the direction sought with a large enough effect; inconclusive = small, poorly fitted or top-dose-only effect, or another doubt; inactive = no such curve, though single readings can be large; an effect the other way counts as inactive or inconclusive. Random draw from the library; overall some 4.3% were active at least once.

SMILES	EPAC2 ag	HepG2 tox	TGFb inhibitor	ATXN viability	IL2 activator	Nrf2 activator	A549 viability	Nrf2 block	ATXN2 expr inh
CCOc1c(C)cc(S(=O)(=O)NCc2ccccn2)c(C)c1C	6%	4%	4%	i	0.1	-0.3%	1%	-4%	2%
CCCCCC(=O)NNC(=S)NC(C)=O	7%	-2%	10%	i	-1.7	-0.3%	-3%	-9%	-33%
Cc1ccc2c(c1)cc1c(=O)n(Cc3ccccc3Cl)nc(C)n12	x	-2%	-12%	i	x	-0.5%	2%	13%	7%
CCOc1ccccc1NS(=O)(=O)c1c(C)[nH]c(C)c1C(=O)N1CCCCC1	10%	-2%	0%	i	-2.0	0.3%	-6%	10%	19%
CCOC(=O)c1cc(-c2ccccc2)sc1NC(=S)Nc1cc(C)ccn1	0%[15.6 µM]	-1%	-39%	i	0.4	-0.7%	1%	19%	-7%
CC(CNC1CCCCC1)OC(=O)c1ccccc1 (stereo not given)	0%	5%	6%	i	1.3	0.1%	3%	2%	-2%&-1%
CCOc1ccccc1C(=O)NC1(C(F)(F)F)C(=O)Nc2c1c(=O)[nH]c(=O)n2-c1ccc(F)cc1 (stereo not given)	x	-11%	-2%	i	x	-0.5%	0%	1%	3%
CC(C)c1ccc(NC(=O)Cn2nnc(C(=O)NCCc3ccccc3)c2N)cc1	x	-12%	-12%	x	x	-1.0%	5%	18%	x
COc1ccc(NC(=S)NNC(=O)Cn2nc([N+](=O)[O-])cc2C)cc1	3%	-13%	14%	i	-3.1	-1.1%	8%	x	2%
c1ccc(Nc2nc(Nc3ccccc3)nc(N3CCNCC3)n2)cc1	6%	-50%	u	i	-3.9	8.7%	11%	5%	u

Among those listed so far, these have a carbonyl joined to an NH by a bond outside any ring.
SMILES	EPAC2 ag	HepG2 tox	TGFb inhibitor	ATXN viability	IL2 activator	Nrf2 activator	A549 viability	Nrf2 block	ATXN2 expr inh
CCCCCC(=O)NNC(=S)NC(C)=O	7%	-2%	10%	i	-1.7	-0.3%	-3%	-9%	-33%
CCOc1ccccc1C(=O)NC1(C(F)(F)F)C(=O)Nc2c1c(=O)[nH]c(=O)n2-c1ccc(F)cc1 (stereo not given)	x	-11%	-2%	i	x	-0.5%	0%	1%	3%
CC(C)c1ccc(NC(=O)Cn2nnc(C(=O)NCCc3ccccc3)c2N)cc1	x	-12%	-12%	x	x	-1.0%	5%	18%	x
COc1ccc(NC(=S)NNC(=O)Cn2nc([N+](=O)[O-])cc2C)cc1	3%	-13%	14%	i	-3.1	-1.1%	8%	x	2%

The listing picks up, repeating the 2 entries before the break.
SMILES	EPAC2 ag	HepG2 tox	TGFb inhibitor	ATXN viability	IL2 activator	Nrf2 activator	A549 viability	Nrf2 block	ATXN2 expr inh
COc1ccc(NC(=S)NNC(=O)Cn2nc([N+](=O)[O-])cc2C)cc1	3%	-13%	14%	i	-3.1	-1.1%	8%	x	2%
c1ccc(Nc2nc(Nc3ccccc3)nc(N3CCNCC3)n2)cc1	6%	-50%	u	i	-3.9	8.7%	11%	5%	u
CCOC(=O)c1csc(-c2ccc([N+](=O)[O-])cc2)n1	12%	5%	-13%	i	-0.6	0.4%	-4%	-3%	36%
COc1cccc2c1cc1c(=O)n(CC(=O)O)nc(C)n12	x	-1%	u	x	x	-1.1%	0%	6%	x
O=C(O)c1ccccc1NS(=O)(=O)c1ccc(NN=Cc2cccc(Cl)c2)c([N+](=O)[O-])c1	-8%	-8%	u	u	-2.3	-0.8%	-13%	11%	-1%
COc1ccc(NC(=O)c2sc(Cl)nc2-c2ccccc2)cc1	-3%	17%	-19%	i	-0.5	u	1%	u	-9%
COc1ccc(OC)c(/C=C/C(=O)OCC(=O)Nc2cccc(Oc3ccccc3)c2)c1	-2%	-5%	0%	i	4.9	12%	3%	2%	5%
CC(C)=N/N=C1/NC(=O)C(CC(=O)Nc2cc(Cl)ccc2C)S1 (stereo not given)	1%	-2%	-6%	i	-1.7	-0.7%	4%	5%	3%
Cc1ccc(Nc2nc(-c3c(C)nc4ncccn34)cs2)cc1	0%	-19%	u	u	-0.1	4.0%	-15%	-13%	13%
CCC1CCCCN1C(=S)Nc1ccc(SC(F)F)cc1 (stereo not given)	10%	-6%	u	i	0.3	0.4%	-2%	2%	7%
Cc1c(CCC(=O)NCCCN2CCCC2=O)c(=O)oc2cc(O)ccc12	8%	-24%	-27%	x	0.0	-1.0%	17%	4%	5%
Cc1cccc2c(=O)c(C(=O)NCCCN3CCOCC3)c[nH]c12	14%	-70%	21%	i	-0.6	-0.6%	8%	2%	0%
CC(=O)COc1cc(C)cc2oc(=O)cc(-c3ccccc3)c12	0%	4%	11%	i	-2.3	-1.1%	1%	6%	x
COc1ccc(-c2cccc(NC(=O)c3ccco3)c2)nn1	0%	0%	12%	i	-0.6	u	3%	5%	-6%
CCc1nnc(NS(=O)(=O)c2ccc(N)cc2)s1	4%	4%	2%	i	-0.6	-1.5%	-6%	-1%	10%&3%
Cc1ccc(C)c(N(CC(=O)N2CCCCCC2)S(C)(=O)=O)c1	3%	-1%	-11%	i	1.2	-0.6%	u	14%	3%
Clc1cccc(CNc2ccn3nc(-c4ccco4)cc3n2)c1	15%	-1%	3%	i	1.4	15%	x	x	2%
O=C1OC(CCl)CN1Cc1ccc([N+](=O)[O-])cc1 (stereo not given)	12%	-16%	13%	i	0.2	-0.2%	2%	26%	3%
C=CCNc1nc(C(=O)OCC(=O)c2ccc(OC)cc2OC)cs1	7%	3%	3%	i	-1.5	11%	-15%	-4%	23%
COc1ccc(C2C(C(N)=O)=C(C)Nc3nc(-c4ccccc4OC)nn32)cc1OC (stereo not given)	2%	-14%	11%	i	-2.8	0.2%	2%	3%	7%
Cn1c(CC(=O)Nc2ccc(F)cc2)c(Sc2ccccc2)c2ccccc21	13%	-8%	1%	i	-3.5	0.5%	10%	8%	-3%
COc1ccccc1OCCCOc1ccc(C)cc1Br	1%	-16%	-9%	i	-0.1	2.5%	-3%	u	87%[activator]
COc1ccc(OC)c(NC(=O)CSc2ccccc2)c1	-6%	-14%	-3%	u	-0.4	0.1%	0%	-19%	7%
Cc1nc2ccccn2c1C(=O)/C=C/c1ccc(F)cc1	6%	-13%	u	i	1.0	u	u	-25%	29%
CCOc1cc(Cl)c(NC(=O)CC)cc1OCC	10%	-17%	-5%	i	0.3	1.1%	2%	-11%	2%
CC(C)[C@@H]1N[C@]2(C(=O)Nc3ccccc32)[C@@H]2C(=O)N(c3cccc(C(F)(F)F)c3)C(=O)[C@@H]21	-5%	-4%	-5%	i	-1.3	-0.1%	0%	-16%	0%
CC(C)N1CC(O)=C(c2nc3ccccc3c(=O)[nH]2)C1=N	5%	-3%	-18%	i	-0.3	3.3%	0%	x	-12%
CN(CCO)c1cccc2c1S(=O)(=O)N[C@H](Cc1ccccc1)CO2	9%	x	x	u	-0.5	0.7%	x	x	13%
Cc1ccc(Cc2c(-c3ccc(C#N)cc3)nc3ccc(Cl)cn23)cc1	6%	-8%	-4%	u	-0.3	-0.4%	x	x	9%
COC(=O)c1ccc([N+](=O)[O-])c(CS(=O)(=O)c2ccc(Cl)cc2)c1	2%	5%	0%	i	-1.9	0.4%	1%	-4%	3%
CCn1c2ccccc2c2cc(NC(=O)CN3CCCC3)ccc21	11%	-40%	1%	i	-0.6	3.6%	0%	15%	0%
OC1(c2ccc3c(c2)OCO3)CCN(Cc2ccc(F)cc2)CC1	0%	-10%	-10%	i	-1.4	-0.6%	1%	-9%	3%

Rewritten in CSV form: 5 of the compounds above
Structure,EPAC2 ag,HepG2 tox,TGFb inhibitor,ATXN viability,IL2 activator,Nrf2 activator,A549 viability,Nrf2 block,ATXN2 expr inh
Cn1c(CC(=O)Nc2ccc(F)cc2)c(Sc2ccccc2)c2ccccc21,13%,-8%,1%,i,-3.5,0.5%,10%,8%,-3%
COc1ccc(C2C(C(N)=O)=C(C)Nc3nc(-c4ccccc4OC)nn32)cc1OC (stereo not given),2%,-14%,11%,i,-2.8,0.2%,2%,3%,7%
COc1ccccc1OCCCOc1ccc(C)cc1Br,1%,-16%,-9%,i,-0.1,2.5%,-3%,u,87%[activator]
COc1ccc(OC)c(NC(=O)CSc2ccccc2)c1,-6%,-14%,-3%,u,-0.4,0.1%,0%,-19%,7%
Cc1nc2ccccn2c1C(=O)/C=C/c1ccc(F)cc1,6%,-13%,u,i,1.0,u,u,-25%,29%
